Cav32 inh: human Cav3.2 channel inhibition, primary screen; Cav3.2-expressing cells, Fluo-4 calcium fluorescence FDSS; active compounds read low; B-score at 10 µM; 100,000 tested, 4% active; AID 449739;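 active = single-dose well whose peak fluorescence ratio is a statistical outlier from its plate by either plate-standardised score or position-corrected B-score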
Target sequence (O95180 whole entry, looked up): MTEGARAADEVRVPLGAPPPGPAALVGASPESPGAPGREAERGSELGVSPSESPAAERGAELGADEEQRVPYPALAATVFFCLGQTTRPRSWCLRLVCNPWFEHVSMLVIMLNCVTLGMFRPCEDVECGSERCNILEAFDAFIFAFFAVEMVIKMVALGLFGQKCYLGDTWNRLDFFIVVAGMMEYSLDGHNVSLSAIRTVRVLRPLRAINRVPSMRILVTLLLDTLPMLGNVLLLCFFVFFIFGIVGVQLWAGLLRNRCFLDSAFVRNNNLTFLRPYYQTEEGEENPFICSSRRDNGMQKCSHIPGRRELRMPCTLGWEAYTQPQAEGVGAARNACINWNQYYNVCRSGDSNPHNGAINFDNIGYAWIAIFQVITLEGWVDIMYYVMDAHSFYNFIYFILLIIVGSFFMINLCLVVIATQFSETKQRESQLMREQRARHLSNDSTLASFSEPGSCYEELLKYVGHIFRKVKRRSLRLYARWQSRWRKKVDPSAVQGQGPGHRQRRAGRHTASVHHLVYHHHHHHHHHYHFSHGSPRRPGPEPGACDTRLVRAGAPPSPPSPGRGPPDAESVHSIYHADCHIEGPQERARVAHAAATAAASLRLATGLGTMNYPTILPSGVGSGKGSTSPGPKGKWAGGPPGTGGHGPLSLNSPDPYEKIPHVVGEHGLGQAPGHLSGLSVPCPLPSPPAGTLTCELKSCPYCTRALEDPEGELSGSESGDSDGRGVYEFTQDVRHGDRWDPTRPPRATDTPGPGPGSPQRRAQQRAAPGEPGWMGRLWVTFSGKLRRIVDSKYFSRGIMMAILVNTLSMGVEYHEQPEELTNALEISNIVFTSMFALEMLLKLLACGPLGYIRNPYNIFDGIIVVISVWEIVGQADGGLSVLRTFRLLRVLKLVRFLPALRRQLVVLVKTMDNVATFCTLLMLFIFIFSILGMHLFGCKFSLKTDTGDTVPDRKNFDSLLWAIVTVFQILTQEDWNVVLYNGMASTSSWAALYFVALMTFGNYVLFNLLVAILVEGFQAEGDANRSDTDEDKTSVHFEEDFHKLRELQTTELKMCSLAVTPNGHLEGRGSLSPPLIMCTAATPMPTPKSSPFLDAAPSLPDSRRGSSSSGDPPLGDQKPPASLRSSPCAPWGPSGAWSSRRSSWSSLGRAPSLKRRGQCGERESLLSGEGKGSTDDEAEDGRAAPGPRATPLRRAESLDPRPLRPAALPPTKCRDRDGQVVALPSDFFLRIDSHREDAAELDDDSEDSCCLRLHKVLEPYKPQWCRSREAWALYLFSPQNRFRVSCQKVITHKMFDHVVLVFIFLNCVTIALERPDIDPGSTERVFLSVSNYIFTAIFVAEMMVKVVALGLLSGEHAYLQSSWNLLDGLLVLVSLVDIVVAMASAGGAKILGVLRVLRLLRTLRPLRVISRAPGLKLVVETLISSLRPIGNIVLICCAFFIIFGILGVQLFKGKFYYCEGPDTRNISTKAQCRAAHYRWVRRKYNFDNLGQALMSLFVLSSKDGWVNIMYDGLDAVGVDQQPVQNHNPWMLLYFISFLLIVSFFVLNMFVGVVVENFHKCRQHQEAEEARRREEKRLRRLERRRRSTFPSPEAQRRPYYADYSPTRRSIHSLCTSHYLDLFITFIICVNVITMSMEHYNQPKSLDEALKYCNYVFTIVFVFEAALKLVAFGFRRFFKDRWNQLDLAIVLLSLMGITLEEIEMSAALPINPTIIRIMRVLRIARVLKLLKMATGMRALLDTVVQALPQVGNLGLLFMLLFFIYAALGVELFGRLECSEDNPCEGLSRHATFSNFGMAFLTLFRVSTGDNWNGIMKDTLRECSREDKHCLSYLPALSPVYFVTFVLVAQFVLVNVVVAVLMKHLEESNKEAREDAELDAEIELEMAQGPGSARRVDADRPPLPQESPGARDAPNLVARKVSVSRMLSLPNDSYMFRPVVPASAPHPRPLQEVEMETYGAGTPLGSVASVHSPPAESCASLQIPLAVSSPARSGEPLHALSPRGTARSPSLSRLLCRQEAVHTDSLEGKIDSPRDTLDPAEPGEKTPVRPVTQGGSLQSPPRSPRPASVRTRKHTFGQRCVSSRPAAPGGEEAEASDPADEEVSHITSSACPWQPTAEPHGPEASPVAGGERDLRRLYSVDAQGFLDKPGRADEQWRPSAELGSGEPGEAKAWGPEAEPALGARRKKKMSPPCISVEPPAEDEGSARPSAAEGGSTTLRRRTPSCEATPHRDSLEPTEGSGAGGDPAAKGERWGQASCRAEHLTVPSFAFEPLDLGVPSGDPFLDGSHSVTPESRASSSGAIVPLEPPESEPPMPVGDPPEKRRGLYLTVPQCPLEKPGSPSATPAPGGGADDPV
* = called active by the depositor. Some of the compounds tested. The share of hits here may be higher or lower than overall.

SMILES,Cav32 inh
CC(C)(C)C(=O)NC(C(N)=O)=C(Cl)Cl,0.93
Cc1cc(=O)oc2c(N)c(O)ccc12,0.37
O=C(NCc1ccccc1)c1ccc(S(=O)(=O)N2CCCC2)cc1,-0.16
COC(=O)Cn1c(C)nc2ccccc21,1.1
CN(C)CCCCOc1ccccc1-c1ccccc1,0.95
CCCC(c1nnnn1C(C)(C)CC)N(CCCO)Cc1cc2cc(C)cc(C)c2[nH]c1=O (stereo not given),-3.8
COc1ccc(OC)c(C(C)NC(C)=O)c1 (stereo not given),0.33
CCN(CC)S(=O)(=O)c1ccc2oc(C(=O)N3CCCCCC3)c(C)c2c1,-0.67
CCCCNC(=O)CSc1nnc(-c2c[nH]c3ccccc23)n1CC1CCCO1 (stereo not given),0.6
COc1cccc(-n2c(C)nc3c(cnn3-c3ccc(Cl)cc3)c2=O)c1,1.2
CC(C)OCCCn1c(=N)c(C(N)=S)cc2c(=O)n3ccccc3nc21,0.024
CSc1nc(Oc2ccc(F)cc2)c2ccccc2n1,0.04
CN1C(=O)/C(=C2\SC(N3CCCCCC3)=NC2=O)c2ccccc21,0.47
Cc1ccc(C)c(S(=O)(=O)C(C#N)c2nc3ccccc3nc2N2CC(C)OC(C)C2)c1 (stereo not given),-5.7*
CC1CCN(S(=O)(=O)N2CCC(C(=O)NCCN3CCOCC3)CC2)CC1,0.67
Cc1ccc(NCCC(=O)c2cccc([N+](=O)[O-])c2)cc1,-1.8
C=CCOc1ccc2c(c1)c(S(=O)(=O)c1ccc(C)cc1)cn2COC,-1.8
COc1ccc(OC)c(NC=C2C(=O)OC(C)(C)OC2=O)c1,0.17
Cc1nn(CCc2nc(-c3ccco3)cs2)c2[nH]c(=O)cc(C(F)(F)F)c12,-0.59
CN1CCc2ccccc2C1C1CCNCC1 (stereo not given),-1.3
O=C1CC(N2CCOCC2)C(=O)N1c1cccc(Cl)c1 (stereo not given),0.58
CCOC(=O)C1CCN(C(C(=O)Nc2ccc3c(c2)OCCO3)c2ccccc2)CC1 (stereo not given),-3.4
NC(=O)CC(NC(=O)Cc1cccc2ccccc12)c1ccc(NC2CCCCCCC2)c([N+](=O)[O-])c1 (stereo not given),-0.41
NC(=O)C1CCN(C(=O)CN2CCc3ccccc32)CC1,0.002
O=C(CS(=O)c1ccc(C(F)(F)F)cc1[N+](=O)[O-])Oc1ccccc1 (stereo not given),0.84
CCCc1cc(C(=O)N/N=C/c2ccc(CC)s2)c2ccccc2n1,0.053
Cc1ccc(-c2nc3ccccc3c(C(=O)NCc3cccs3)c2C)cc1,-0.54
O=c1c2c3c(sc2n(CCN2CCCCC2)c(=O)n1Cc1ccco1)CCCCC3,-0.62
N#C/C(=C\Nc1ccc2c(c1)OCCO2)c1nc2ccccc2[nH]1,-0.035
COc1cccc(C2C(C(=O)OC(C)C)=C(C)Nc3ncnn32)c1 (stereo not given),-1
Cc1nc(NC(=O)CN(C)S(=O)(=O)c2ccc(Cl)cc2)sc1C,-4.6
COc1ccccc1C(=O)N1CCN=C1SCc1cccnc1,0.33
Cc1cccc(NCN2C(=O)c3ccccc3C2=O)c1,0.71
O=C(Cc1csc(N2CCOCC2)n1)N/N=C/c1ccc(F)cc1,-0.062
CCCS(=O)(=O)N1CCCC(C(=O)NCCCN2CCN(c3ccc(F)cc3)CC2)C1 (stereo not given),0.3
CCOC(=O)COc1ccc(S(=O)(=O)NCc2ccncc2)cc1,-5.3*
CCCC(=O)NC(C)C(c1cccs1)N1CCN(c2ccccc2)CC1 (stereo not given),-0.034
C/C=C(\C)C(=O)Nc1cccc(C2=NOC3(C2)C[C@@H](C(N)=O)N(C(=O)/C(C)=C/C)C3)c1 (stereo not given in full),1
CCc1ccc(C(=O)N2CCC(c3nc4ccccc4s3)CC2)cc1,-2.8
Cc1ccc(SCCC(=O)N2CCCC2)cc1,0.17
O=c1c2ccccc2nnn1CSc1nnnn1-c1ccccc1,0.39
Cc1sc2nc(SCC(=O)Nc3c(C)n(C)n(-c4ccccc4)c3=O)n(C)c(=O)c2c1C,1.3
C=CCN1CCc2c(cc(O)c(O)c2Cl)C(c2ccccc2)C1 (stereo not given),-1.5
CCOC(=O)C1CCN(C(=O)Cn2cc(C#N)c3ccccc32)CC1,0.27
N#Cc1nc(COc2ccc(Br)cc2)oc1N1CCCC1,-3.2
COc1nc(-c2ccccc2)c2c(c1C#N)CC(C)(C)OC2,1.3
CSc1nc(NCC(C)C)c2c3c(sc2n1)CN(C)CC3,0.95
CCNc1nc(C)c2cc(Br)c(=O)n(CC)c2n1,0.86
O=C(c1cnc2n(c1=O)CCS2)N1CCN(c2ccccc2F)CC1,0.76
O=C1NC(c2ccccc2)=C(c2nc3ccccc3s2)C(c2ccc(F)cc2)N1 (stereo not given),-5.1
CC1CCCC(C(=O)OCc2ccccc2)N1 (stereo not given),0.24
CCOc1ccc(C(=O)Nc2c(C(N)=O)oc3ccccc23)cc1,0.32
CCCc1nc2ccc(NC(=O)c3ccco3)cc2c(=O)n1Cc1ccc(Cl)cc1,-2.3
O=c1c2cc(N3CCOCC3)ccc2[nH]c(=S)n1CCN1CCCC1,0.15
COc1ccc(NC(=O)C(=O)NCCN2CCN(C(=O)c3cccs3)CC2)cc1,0.58
Cc1nnc(NC(=O)CSc2nc3c(c(=O)n2CCc2ccccc2)SC(C)C3)s1 (stereo not given),-0.28
COc1ccc(-c2cc(C(=O)NCCc3ccccc3)no2)cc1OC,-0.22
CC(=NCc1ccccc1)C1=C(O)COC1=O,0.21
Cn1c(=O)c2c(SCC(=O)N3CCCc4ccccc43)nc(C3CC3)nc2n(C)c1=O,-0.45
CC1CC2(CCCCC2)N2C(=O)C(=O)c3cccc1c32 (stereo not given),-0.77

Continuation.
SMILES,Cav32 inh
O=C(N/N=C/c1ccccn1)c1ccc(Br)o1,-0.66
CCCCN(CC)S(=O)(=O)c1ccccc1,-1.9
c1ccc(-c2nc(C3CCCCC3)no2)cc1,0.18
O=CNCCCc1nc2ccccc2n1Cc1cccc2ccccc12,0.31
Clc1cccc(Cl)c1Cn1c(-c2cccnc2Cl)nc2ccccc21,-3.2
Cc1oc2c(c1C(=O)NCc1cc(C(=O)O)co1)CCCC2,0.17
CCn1c(SCC(=O)Nc2nnc(C)s2)nnc1-c1ccco1,0.83
Nc1nc2ccc(Oc3ccccc3)cc2s1,-2.4
CCOC(=O)c1sc2cc([N+](=O)[O-])cc(SCC(C)C)c2c1N,-1.4
COc1c(S(=O)(=O)NCCN2CCOCC2)ccc(Cl)c1Cl,1.1
OCC1(O)OC[C@@H](O)[C@H]1O (stereo not given in full),0.29
C=CCc1ccc(OCCOCCOc2ccccc2[N+](=O)[O-])c(OC)c1,-4.6*
CCOC(=O)N1CCC(NS(=O)(=O)c2ccc3c(c2)CCN3C(C)=O)CC1,-0.89
CCN(C(=O)C1CCCCC1)c1nnc(-c2cccnc2)s1,-0.23
Cn1c(C(=O)N2CCCc3ccccc32)cc2sccc21,-3.8
CC(=O)NC(C)C(=O)OCC(=O)c1ccc(Cl)s1 (stereo not given),0.054
Cc1cnc(C(=O)OCC(=O)NC2CCCCC2)cn1,0.54
CCCCOCP(=O)(CC)COCCCC,-0.038
O=C(CN(C1CCCCC1)S(=O)(=O)c1ccccc1)NCc1cccnc1,-0.71
O=C(Cc1ccccc1)N[C@@H](Cc1ccccc1)c1nc2ccccc2[nH]1,-0.38
CCOC(=O)C1CCCN(Cc2ccccc2C)C1 (stereo not given),0.52
CCOc1ccc(-c2cc(CCCC(=O)NCCc3ccccc3)no2)cc1,-0.00012
CCN(CC#CCC1(O)c2ccccc2-c2ccccc21)CCO,-1.1
O=c1c2ccccc2nc(SCc2nnc(-c3ccccc3Br)o2)n1-c1ccccc1,-0.62
CCOc1c(Cl)cc(CNC(C)(C)CC(C)(C)C)cc1OC,0.091
CCN(CC)C(=O)Cn1c(=O)n(C)c2ccccc21,0.44
CN(C)CCN1C(=O)C(=O)/C(=C(/O)c2ccccc2)C1c1ccccc1F (stereo not given),1.2
CCNc1[nH]c(=O)n(C)c(=O)c1N=O,-0.1
Cc1ccc(-c2cc(=O)c3ccc(Cl)cc3[nH]2)cc1,-0.022
Cc1ccc(S(=O)(=O)N2CCN(C(=O)CSc3nc4ccccc4c(=O)[nH]3)CC2)cc1,0.82
CC(=O)N1CCc2cc(S(=O)(=O)NCCC(=O)NC3CCN(Cc4ccccc4)CC3)ccc21,-0.14
CC(C)CC(=O)N1CCN(Cc2ccc3c(c2)OCO3)CC1,0.036
O=S(=O)(c1ccc(-c2ccccc2)cc1)N1CCOCC1,-0.0039
CC1(C)C2CC=C(/C=N/n3cnnc3)C1C2 (stereo not given),0.097
O=C(NCCc1ccccc1)c1ccc(Cl)c([N+](=O)[O-])c1,-0.35
COc1ccc(-c2csc(NC(C)c3nc4cc(C(=O)NCCCO)ccc4n3Cc3ccc(C)cc3)n2)cc1 (stereo not given),-0.33
CC1(C)c2[nH]c3ccccc3c2C[C@@H]2C(=O)N(Cc3ccc(F)cc3)C(=O)N21,-0.75
CCN(CC)c1ccc(NC(=O)c2cncc(Br)c2)cc1,-0.97
O=C(O)c1cc(-c2ccc(Cl)cc2)n[nH]1,0.51
Cn1c(=O)c2c(nc(CN3CCCCC3)n2CCc2ccccc2)n(C)c1=O,-1.2
CC(O)[C@H]1CN=C(N)N1CC1CCCCC1 (stereo not given in full),0.078
Cc1nnc(SCC(=O)NCc2ccccc2)n1-c1ccccc1,0.87
Cc1ccc(N(C(=O)Cc2c[nH]c3ccccc23)C(C(=O)NC2CCCCC2)c2ccco2)cc1 (stereo not given),-4.8*
CCOc1ccc(C2C(C(=O)O)c3ccccc3C(=O)N2CCN2CCOCC2)cc1 (stereo not given),0.24
CCc1ccc(NC(=O)CS(=O)CC(=O)NCCCc2ccccc2)cc1 (stereo not given),-0.21

Seven compounds from above, arranged by their value in Cav32 inh, ascending.
SMILES,Cav32 inh
N#Cc1nc(COc2ccc(Br)cc2)oc1N1CCCC1,-3.2
CCN(CC#CCC1(O)c2ccccc2-c2ccccc21)CCO,-1.1
CCN(CC)S(=O)(=O)c1ccc2oc(C(=O)N3CCCCCC3)c(C)c2c1,-0.67
Cc1ccc(-c2nc3ccccc3c(C(=O)NCc3cccs3)c2C)cc1,-0.54
N#C/C(=C\Nc1ccc2c(c1)OCCO2)c1nc2ccccc2[nH]1,-0.035
O=c1c2cc(N3CCOCC3)ccc2[nH]c(=S)n1CCN1CCCC1,0.15
CCOC(=O)C1CCCN(Cc2ccccc2C)C1 (stereo not given),0.52

Following part
SMILES,Cav32 inh
CCn1c(COc2ccccc2C)nnc1SCC(=O)N1CCN(c2ccccc2)CC1,-2
Cc1ccn2cc(-c3cnoc3C)nc2c1,0.58
CN(C)S(=O)(=O)N(CC(=O)Nc1ccccc1)c1ccccc1,-0.28
CC(NS(C)(=O)=O)C(c1cccs1)N1CCN(C)CC1 (stereo not given),0.39
CCC(NC(=O)NCc1ccc2c(c1)OCO2)(C(F)(F)F)C(F)(F)F,0.48
CC(=Nc1ccccc1)C1=C(O)COC1=O,-2.1
O=C(O)CCn1nnc(-c2cccs2)n1,0.45
c1ccc(-c2cc(-c3nc(-c4ccccn4)no3)c3ccccc3n2)cc1,-1.5
Cc1cc2c(cc1C)CSC(c1ccc(O)cc1)SC2,-0.28
CCOc1cc(C2CC(=O)NC(SCC)=C2C#N)ccc1O (stereo not given),0.96
CCOC(=O)c1c(C)oc2c1cc(O)c1ccccc12,0.48
COc1ccc(Cc2n[nH]c(=O)c3ccccc23)cc1OC,0.89
COc1cccc(NC(=S)NNC(=O)c2ccccc2OC(F)F)c1,1.2
O=C(Nc1ccc(CN2CCOCC2)cc1)c1ccc(-c2ccc(Br)cc2)o1,1.4
CCOC(=O)C1=C(N)OC2=C(C(=O)CCC2)C1c1cccs1 (stereo not given),0.47
COc1ccc(-n2nnnc2-c2cnc3cc4c(cc3c2C)OCO4)cc1,-0.41
CCCOC(=O)CSc1nc(N)c(C#N)c(CC)c1C#N,-0.0034
COc1ccc(OCc2nn3c(-c4ccccn4)nnc3s2)cc1,0.43
COC(=O)C1=C(C(=O)OC)C2(OC1c1ccc(Br)cc1)C(=O)c1ccccc1C2=O (stereo not given),0.11
COc1ccc(Sc2cnn(-c3ccccc3)c(=O)c2Cl)cc1,-0.5
Cc1ccc2nc(Nc3nc(-c4ccccc4)cc(=O)[nH]3)nc(C)c2c1,2.2
CN(C)CCNC(=O)C1CC(=O)N(c2ccc(F)c(Cl)c2)C1 (stereo not given),-0.19
CC(C)(C)CC(=O)Nc1nnc(C(F)(F)F)s1,-0.97
O=C(O)C1CCCCC1C(=O)NCCCCc1ccccc1 (stereo not given),0.09
COC(=O)c1ccccc1Sc1c(/C=N/OCc2ccc(Cl)cc2)c(C(F)(F)F)nn1C,-3.1
CCc1c(C)nc(N2CCOCC2)[nH]c1=O,0.4
Cc1cc(C)nc(SCSc2nc(C)cc(C)n2)n1,0.55
Cc1ccc(CNc2nc3ccc(C)cc3n3cnnc23)cc1,-0.99
CCc1nnc(NC(=O)c2cc3ccccc3oc2=O)s1,0.054
CCNc1nc(Sc2ccc(C)cc2)cc(C(F)(F)F)n1,0.32
Cc1ccc2c(C(=O)CN3CCCC3)c(C)[nH]c2c1,0.36
O=C(CSc1nnc(-c2ccc(Cl)cc2Cl)n1C1CCCCC1)NC1CCS(=O)(=O)C1 (stereo not given),1.9
CCn1c(CNc2ccc(F)cc2)nnc1SCCN1CCCCC1,0.65
Cc1c(C(=O)N2CCCC2)sc(NC(=O)c2cccs2)c1C#N,-0.021
Cn1c(=O)cc(SCC(=O)NCCN2CCN(c3ccccc3F)CC2)c2cc(Cl)ccc21,-0.3
COc1ccc(OCc2nn3c(Cn4cnc5ccccc54)nnc3s2)cc1,-1
